# TRPC6 activator = activators of mouse TRPC6 channel. HEK293-TRPC6 membrane potential dye fluorescence; active compounds read high. B-score at 10 µM. actives 0.13% (n = 310,000);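 active = B-score of the integrated fluorescence ratio above library mean plus 3 SD, and starting fluorescence ratio within library mean plus 5 SD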;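 also: higher score means more depolarization so channel activation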
# TRPC6 inh = inhibitors of mouse TRPC6 channel; Q61143; HEK293-TRPC6, membrane potential dye, ACh-evoked depolarization; active compounds read low; B-score at 10 µM; actives 1.1% (n = 310,000);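 active = B-score under library mean minus 3 SD, initial fluorescence not abnormally high, positive integrated signal ratio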;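 also: B-score derived from integrated fluorescence ratio over the kinetic read; more negative B-score means stronger inhibition of depolarization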
# SKKanGAS inh = inhibitors of SKKanGAS S. pyogenes growth in kanamycin (SK-promoter or general growth effect); AID 1662; actives 1.3% (n = 300,000); BacTiter-Glo, 6 h; inhibition, % at 7.5 µM;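 active = mean replicate score, as percent of positive control median, at least 50; inconclusive = mean below 50 but one replicate at or above 50; inactive = mean and every replicate below 50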;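 also: strain carries kanamycin resistance gene driven by streptokinase promoter and grows in 40 µg/ml kanamycin; loss of luminescence reflects streptokinase promoter inhibition or plain growth inhibition; 0% = median of DMSO wells and 100% = positive control at its reference dose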
# TRPC4 inh = blocks the mouse TRPC4 cation channel; AID 2247; HEK293 TRPC4beta/mu-opioid, DAMGO-evoked Fluo4 calcium flux; active compounds read low; actives 0.39% (n = 300,000); B-score at 10 µM; Q9QUQ5;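 active = B-score over 3 SD under the library average, no early fluorescence shift, positive overall ratio signal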
#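 Assay system: Stable TRPC4beta/mu-opioid receptor HEK293 cells | Reagent: DAMGO in two steps, submaximal then maximal | Compound dosing: Single concentration per test compound | Signal: Fluo4 Ca2+ flux fluorescence | Evaluation: Per-well B score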
# ANO1 block = blocks the mouse calcium-activated chloride channel TMEM16A; Q8BHY3; HEK293 TMEM16A/YFP iodide influx fluorescence, ionomycin; normalized B-score (activity score, 25-100; higher = stronger inhibition) at 10 µM; actives 1.2% (n = 310,000);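 active = ratio plate-corrected score three or more library SD toward inhibition, starting fluorescence score within five deviations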;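 also: score derived from kinetic fluorescence span divided by baseline fluorescence per well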
# MrgX1 allo act = human MrgX1 positive allosteric modulation, primary screen; Q96LB2; MrgX1-HEK293, Fluo-4 calcium flux, FDSS; active compounds read high; B-score at 10 µM; actives 0.63% (n = 310,000);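 active = plate-corrected calcium response at least 3 library SD above typical, normal starting fluorescence, not activating the receptor alone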;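 also: compound read alongside a low EC10 to EC30 dose of BAM8-22 agonist; peak minus trough fluorescence over baseline measured at the second addition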
# Target sequence (Q96LB2 whole entry, looked up): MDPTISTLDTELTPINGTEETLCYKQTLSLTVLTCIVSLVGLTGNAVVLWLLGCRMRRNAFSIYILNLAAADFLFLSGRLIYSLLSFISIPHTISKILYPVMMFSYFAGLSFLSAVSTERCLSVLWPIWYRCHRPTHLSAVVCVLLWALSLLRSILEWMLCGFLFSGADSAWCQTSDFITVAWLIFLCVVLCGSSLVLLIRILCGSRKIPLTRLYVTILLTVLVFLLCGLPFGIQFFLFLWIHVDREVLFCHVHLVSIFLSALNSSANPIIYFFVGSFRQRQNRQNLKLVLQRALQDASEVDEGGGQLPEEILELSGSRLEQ
# TRPC4 PAM = TRPC4 (mouse) allosteric potentiation; Q9QUQ5; AID 2227; actives 0.42% (n = 310,000); B-score at 10 µM; HEK293 TRPC4beta/mu-opioid, DAMGO EC20, Fluo-4 Ca2+ flux; active compounds read high;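 active = B-score of calcium response area above 5 SD of library B-scores, with initial fluorescence ratio within 5 SD of library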;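 also: B-score of integrated fluorescence ratio over time as area under calcium response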
# TRPC4 agonist = opens the mouse TRPC4 cation channel; HEK293 TRPC4beta/mu-opioid, Fluo4 calcium fluorescence; active compounds read high; AID 2237; actives 0.49% (n = 310,000); B-score at 10 µM; Q9QUQ5;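 active = B-score above 5 SD of library B-scores, and initial fluorescence ratio not above library mean plus 5 SD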;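 also: positive B-score marks a calcium rise read as TRPC4 activation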
#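 Assay system: HEK293 cells stably co-expressing mouse TRPC4beta and mu-opioid receptor / Timing: Fluo4 dye loading 45 min at room temperature, 110 s recording / Signal: Fluo4 calcium-sensitive dye fluorescence, kinetic, 1 Hz baseline / Read-out: integrated baseline-normalised fluorescence ratio, converted to per-well B score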
# ANO1 activ = activators or potentiators of mouse TMEM16A chloride channel. Q8BHY3. HEK293 TMEM16A/YFP-H148Q/I152L, iodide quench fluorescence; active compounds read low. B-score at 10 µM. actives 0.3% (n = 340,000). AID 623877;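 active = fluorescence-ratio B-score plate-corrected deviation score at least 3 library SD below zero, with starting fluorescence score within 5 deviations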;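 also: channel opened by trigger with iodide after compound preincubation; score built on the fluorescence ratio of max minus min over baseline; more negative score means more quench and so TMEM16A activation or potentiation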
# MrgX1 agonist = human MrgX1 receptor agonism, primary screen; Q96LB2; actives 0.44% (n = 310,000); MrgX1-HEK293 cells, Fluo-4 calcium fluorescence, agonist mode; active compounds read high; B-score at 10 µM; AID 588627;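 active = calcium response B-score plate-corrected fluorescence ratio at least 3 library SD, with starting fluorescence B-score inside 5 SD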
#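 Test system: Stable human MrgX1 HEK293 cell line | Schedule: Overnight plating before 1 h dye loading | Read-out basis: Baseline-normalised fluorescence change ratio, B-scored | Detection: Kinetic calcium dye fluorescence, Fluo-4 NW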
# MrgX1 antagonist = blocks BAM8-22 activation of human MrgX1 receptor; MRGX1-HEK293 calcium flux, Fluo-4, BAM8-22 antagonism; active compounds read low; B-score at 10 µM; actives 1.3% (n = 310,000); AID 588676;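 active = calcium-response B-score plate-corrected more than 3 library SD below zero, starting fluorescence within 5 deviations, no agonist response on first addition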;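 also: peak minus trough fluorescence over baseline after final BAM8-22 challenge near maximal dose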
# An asterisk follows results filed as active; i = inactive; ? = inconclusive; nt = not tested or not shown.
SMILES,TRPC6 activator,TRPC6 inh,SKKanGAS inh,TRPC4 inh,ANO1 block,MrgX1 allo act,TRPC4 PAM,TRPC4 agonist,ANO1 activ,MrgX1 agonist,MrgX1 antagonist
COc1ccc(Cc2nc(-c3ccc(-n4cccc4)cc3)no2)cc1OC,i,i,-7,i,100*,i,i,i,i,i,i
CCCCC(=O)NNC(=S)NC(=O)c1cccc([N+](=O)[O-])c1,i,i,-2,i,i,i,i,i,i,i,i
CCC1(CC)NC(=O)N(CC(=O)OCC(=O)Nc2cc(C)ccc2C)C1=O,i,i,3,i,i,i,i,i,i,i,i
CCN(CC)S(=O)(=O)c1ccc2c(c1)N(CC(=O)NCc1ccco1)C(=O)CO2,i,i,3,i,i,i,i,i,i,i,i
O=C(Nc1ccc(F)c(Cl)c1)C1CC(=O)N(Cc2ccccc2)C1 (stereo unspecified),i,-6.1*,4,i,i,i,i,i,i,i,i
COc1c(O)cc2oc(-c3ccc(O)c(O)c3)cc(=O)c2c1O,i,i,4,i,i,i,i,i,i,i,i
Cc1c(OCC(=O)NC(Cc2ccc(Cl)cc2)C(=O)O)ccc2c3c(c(=O)oc12)CCCC3 (stereo unspecified),i,i,12,i,i,i,i,i,i,i,i
O=C(C(Cc1ccccc1)N1C(=O)c2ccccc2C1=O)N1CCc2ccccc21 (stereo unspecified),i,i,14,i,i,i,i,i,i,i,i
Cc1cc(NC(=O)c2oc3ccccc3c2C)ccc1-n1cnnn1,i,i,1,i,i,i,i,i,i,i,i
COc1ccccc1C/C(N)=N/OC(=O)COc1ccccc1C,i,i,7,i,i,i,i,i,i,i,i
Oc1nc(-c2ccc(Cl)cc2)n2ccncc12,i,i,1,i,i,i,i,i,i,i,i
CCCC(=O)NC(Nc1cc(C(F)(F)F)ccc1Cl)C(Cl)(Cl)Cl (stereo unspecified),i,i,30,i,i,i,i,i,i,i,i
COc1ccc(C(=O)Nc2c(N)nc(SCC(=O)N3CCCCCC3)[nH]c2=O)cc1OC,i,i,0,i,i,i,i,i,i,i,i
O=C(CNC1CCCCC1)Nc1cccc([N+](=O)[O-])c1,i,i,-3,i,i,i,i,i,i,i,i
O=[N+]([O-])c1cccc(-c2nc(-c3ccccn3)no2)c1,i,i,9,i,i,i,i,i,i,i,i
Cc1c(N(C)S(=O)(=O)c2cc(C(=O)NCC3CCCO3)ccc2Cl)c(=O)n(-c2ccccc2)n1C (stereo unspecified),i,i,-15,-7*,i,i,i,i,i,i,i
O=C(CNC(=O)c1ccco1)NCc1nc2ccccc2[nH]1,i,i,51*,i,i,i,i,i,i,i,i
Cn1c(NC(=O)Cc2cccc3ccccc23)cc(=O)n(C)c1=O,i,i,-3,i,i,i,i,i,i,i,i
CC(=O)NCCc1nc2cc(NC(=O)c3ccccc3Cl)ccc2n1C,i,i,0,i,i,i,i,i,i,i,i
COCCCNC(=O)CCn1c(=O)c2ccccc2n(CC(=O)Nc2cc(Cl)ccc2C)c1=O,i,i,-5,i,i,i,i,i,i,i,i
O=C1c2ccccc2NC(c2cccc(O)c2)N1c1ccccc1 (stereo unspecified),i,i,1,i,i,i,i,i,nt,i,i
CCOC(=O)Nc1ccc(NC(=O)OCC)cc1,i,i,-1,i,i,i,i,i,i,i,i
CC(C)(C)C(=O)/C=c1\[nH]c(=O)/c(=C\c2ccccc2F)s1,i,i,18,i,i,i,i,i,i,i,i
Cn1c(=O)c(C(=O)NCc2ccc(Cl)cc2)c(O)c2ccccc21,i,i,2,i,i,i,i,i,i,i,i
CC(C)CC1COC(=O)N1 (stereo unspecified),i,i,-3,i,i,i,i,i,i,i,i
CCc1cccc2c(C(=O)CSc3nnc(-c4ccncc4)n3C)c[nH]c12,i,i,0,i,i,i,i,i,i,i,i
Cc1ccc(NS(=O)(=O)c2ccc3c(c2)NC(=O)CCS3)c(C)c1,i,i,1,i,i,i,i,i,i,i,i
COC(=O)C(Cc1cnc(Cl)s1)(C(=O)OC)c1ccc(C(F)(F)F)cc1[N+](=O)[O-],i,i,1,i,i,i,i,i,i,i,i
O=C(NCCc1nnc2ccc(NCC3CCCO3)nn12)c1ccccc1 (stereo unspecified),i,i,-6,i,i,i,i,i,i,i,i
CCOC(=O)N1CCN(C(=O)c2ccc(C)c(S(=O)(=O)N3CCCCC3)c2)CC1,i,i,10,i,i,i,i,i,i,i,i
COCC1CCCCN1C(=O)c1ccc2oc(CCCc3ccccc3)nc2c1 (stereo unspecified),i,i,?,i,i,i,i,i,i,i,i
O=C(NCCCn1ccnc1)C(=O)NCC1OCCN1S(=O)(=O)c1ccc(Br)cc1 (stereo unspecified),i,i,-12,i,i,i,i,i,i,i,i
NC(=O)CN1CCN(CCN2C(=O)c3cccc4cccc(c34)C2=O)CC1,i,i,-2,i,i,i,i,i,i,i,i
O=C(COC(=O)c1cccc(NS(=O)(=O)c2ccc(F)c(F)c2)c1)NC(=O)NC1CCCC1,i,i,3,i,i,i,i,i,i,i,i
O=C(Nc1ccc2c(c1)C(=O)NC2=O)c1ccccc1Cl,i,i,-2,i,i,i,i,i,i,i,i
COC(=O)c1ccccc1NC(=O)C1CCCN(S(C)(=O)=O)C1 (stereo unspecified),i,i,10,i,i,i,i,i,i,i,i
O=C(Oc1cccc(NC(=O)c2ccccc2Cl)c1)c1ccc([N+](=O)[O-])cc1,i,i,4,i,i,i,i,i,i,i,i
COc1ccc(-c2[nH]c(-c3ccc4c(c3)OCO4)nc2-c2ccccc2)cc1,i,i,25,i,i,i,i,i,i,i,i
N#CC1=C2SCN(Cc3ccccc3)CN2C(=O)CC1c1ccccc1F (stereo unspecified),i,i,-4,i,i,i,i,i,i,i,i
Cc1c(NC(=O)CSc2cccc3cccnc23)c(=O)n(-c2ccccc2)n1C,i,i,14,i,i,i,i,i,i,i,i
CN(c1cc(=O)n2ccccc2n1)C1CCCCC1,i,i,-6,i,i,i,i,i,i,i,i
CCc1nc2sc3ccccc3c(=O)c2c(=O)n1Cc1ccc(OC)cc1,i,i,20,i,i,i,i,i,i,i,i
COc1ccc(C(=O)COC(=O)CNC(=O)c2ccc(OC)cc2)cc1,i,i,-13,i,i,i,i,i,i,i,i
Cn1nnnc1SCC(=O)Nc1ccc2c(c1)OCCO2,i,i,-1,i,i,i,i,i,i,i,i
O=C(Cc1ccccc1)NCCc1c[nH]c2ccccc12,i,i,-3,i,i,i,i,i,i,i,i
CCc1ccc(C2C(C#N)=C(N)Oc3n[nH]c(CC(=O)OC)c32)cc1 (stereo unspecified),i,i,0,i,i,i,i,i,i,i,i
O=C(Cc1ccccc1)Nc1ccc(C(=O)O)cc1,i,i,-1,i,i,i,i,i,i,i,i
Cc1ccc(C(=O)NCCc2cccs2)cc1,i,i,4,i,i,i,i,i,i,i,i
Cc1cc(C)nc(Nc2n[nH]c(Cc3ccccc3)n2)n1,i,i,-6,i,nt,nt,i,i,nt,nt,nt
CC(C)c1cccc(C(C)C)c1NC(=O)COC(=O)[C@H](C)NC(N)=O,i,i,0,i,i,i,i,i,i,i,i
CC(=O)Nc1cc(C(=O)NCc2ccco2)ccc1Sc1ccc(C)cc1,i,i,1,i,i,i,i,i,i,i,i
CCCc1cc(=O)[nH]c(SCC(=O)c2ccc3c(c2)OCCO3)n1,i,i,8,i,i,i,i,i,i,i,i
NCCCCC(N)c1cn([C@@H](CCC(=O)O)C(=O)N2CCNCC2)nn1 (stereo partly specified),nt,nt,nt,nt,i,i,nt,nt,i,i,i
CCCCc1n[nH]c2c1/C(=N/O)CC(c1ccccc1)C2 (stereo unspecified),i,i,11,i,i,i,i,i,i,i,i
CCOC(=O)C1(Cc2ccccc2)CCN(Cc2cccc3nccnc23)CC1,i,i,-7,i,i,i,i,i,i,i,i
Cc1ccc(Oc2nc(-c3ccccn3)nc3ccccc23)cc1,i,i,76*,i,i,i,i,i,i,i,i
CCOc1ccc(OCCCCn2cnc3ccccc3c2=O)cc1,i,i,-8,i,i,i,i,i,i,i,i
O=C(COc1ccc(Br)cc1)N/N=C1\SCC(=O)N1c1ccc(F)cc1,i,i,-12,i,i,i,i,i,i,i,i
Cn1c(=O)c2c(SCC(=O)NCC3CCCO3)nc(CC(C)(C)C)nc2n(C)c1=O (stereo unspecified),i,i,0,i,i,i,i,i,i,i,i
Cc1ccc(C(=O)NNc2ncnc3ccccc23)cc1,i,i,3,i,i,i,i,i,i,i,i
# Next part:
SMILES,TRPC6 activator,TRPC6 inh,SKKanGAS inh,TRPC4 inh,ANO1 block,MrgX1 allo act,TRPC4 PAM,TRPC4 agonist,ANO1 activ,MrgX1 agonist,MrgX1 antagonist
O=C(c1ccc(Cl)cc1)[C@@H]1[C@@H]2C(=O)N(c3ccc(Cl)cc3)C(=O)[C@@H]2C2c3ccccc3C=NN21 (stereo partly specified),i,i,4,i,i,i,i,i,i,i,i
CCN(CC)c1ccc(/C=N/NC(=O)c2ccoc2C)cc1,i,i,1,i,i,i,i,i,i,i,i
C=C(C)Cn1c(-c2cccc([N+](=O)[O-])c2)n[nH]c1=S,i,i,8,i,i,i,i,i,i,i,-4.8*
O=C(N/N=C/c1ccccn1)C(=O)N1CCCCCC1,i,i,4,i,i,i,i,i,i,i,i
COc1cccc(-c2nn(-c3ccccc3)cc2C(=O)n2nnc3ccccc32)c1,i,i,-2,i,i,i,i,i,i,i,i
CCN1C(=O)C2(/C(=C(\O)c3ccc4c(c3)OCCO4)C(=O)C(=O)N2CCCOC)c2ccccc21 (stereo unspecified),i,i,-5,i,i,i,i,i,i,i,i
Cc1nn(C(=O)CNS(=O)(=O)c2ccccc2)c(C)c1Sc1ccc(Cl)cc1,i,i,4,-7*,i,i,i,i,i,i,i
CC(=O)c1c(C)[nH]c(C(=O)Nc2ccc(Cl)cc2F)c1C,i,i,-9,i,i,i,i,i,i,i,i

# Assay outcomes from PubChem.
